TcdB GH inh – blocks C. difficile toxin B glycohydrolase activity; inhibition, % at 9.99 µM; P18177; TcdB glycohydrolase enzymatic assay, plate reader; hit rate 0.24% among 350,000; in the data active = inhibition above about 10%
Target sequence (P18177 whole entry, looked up): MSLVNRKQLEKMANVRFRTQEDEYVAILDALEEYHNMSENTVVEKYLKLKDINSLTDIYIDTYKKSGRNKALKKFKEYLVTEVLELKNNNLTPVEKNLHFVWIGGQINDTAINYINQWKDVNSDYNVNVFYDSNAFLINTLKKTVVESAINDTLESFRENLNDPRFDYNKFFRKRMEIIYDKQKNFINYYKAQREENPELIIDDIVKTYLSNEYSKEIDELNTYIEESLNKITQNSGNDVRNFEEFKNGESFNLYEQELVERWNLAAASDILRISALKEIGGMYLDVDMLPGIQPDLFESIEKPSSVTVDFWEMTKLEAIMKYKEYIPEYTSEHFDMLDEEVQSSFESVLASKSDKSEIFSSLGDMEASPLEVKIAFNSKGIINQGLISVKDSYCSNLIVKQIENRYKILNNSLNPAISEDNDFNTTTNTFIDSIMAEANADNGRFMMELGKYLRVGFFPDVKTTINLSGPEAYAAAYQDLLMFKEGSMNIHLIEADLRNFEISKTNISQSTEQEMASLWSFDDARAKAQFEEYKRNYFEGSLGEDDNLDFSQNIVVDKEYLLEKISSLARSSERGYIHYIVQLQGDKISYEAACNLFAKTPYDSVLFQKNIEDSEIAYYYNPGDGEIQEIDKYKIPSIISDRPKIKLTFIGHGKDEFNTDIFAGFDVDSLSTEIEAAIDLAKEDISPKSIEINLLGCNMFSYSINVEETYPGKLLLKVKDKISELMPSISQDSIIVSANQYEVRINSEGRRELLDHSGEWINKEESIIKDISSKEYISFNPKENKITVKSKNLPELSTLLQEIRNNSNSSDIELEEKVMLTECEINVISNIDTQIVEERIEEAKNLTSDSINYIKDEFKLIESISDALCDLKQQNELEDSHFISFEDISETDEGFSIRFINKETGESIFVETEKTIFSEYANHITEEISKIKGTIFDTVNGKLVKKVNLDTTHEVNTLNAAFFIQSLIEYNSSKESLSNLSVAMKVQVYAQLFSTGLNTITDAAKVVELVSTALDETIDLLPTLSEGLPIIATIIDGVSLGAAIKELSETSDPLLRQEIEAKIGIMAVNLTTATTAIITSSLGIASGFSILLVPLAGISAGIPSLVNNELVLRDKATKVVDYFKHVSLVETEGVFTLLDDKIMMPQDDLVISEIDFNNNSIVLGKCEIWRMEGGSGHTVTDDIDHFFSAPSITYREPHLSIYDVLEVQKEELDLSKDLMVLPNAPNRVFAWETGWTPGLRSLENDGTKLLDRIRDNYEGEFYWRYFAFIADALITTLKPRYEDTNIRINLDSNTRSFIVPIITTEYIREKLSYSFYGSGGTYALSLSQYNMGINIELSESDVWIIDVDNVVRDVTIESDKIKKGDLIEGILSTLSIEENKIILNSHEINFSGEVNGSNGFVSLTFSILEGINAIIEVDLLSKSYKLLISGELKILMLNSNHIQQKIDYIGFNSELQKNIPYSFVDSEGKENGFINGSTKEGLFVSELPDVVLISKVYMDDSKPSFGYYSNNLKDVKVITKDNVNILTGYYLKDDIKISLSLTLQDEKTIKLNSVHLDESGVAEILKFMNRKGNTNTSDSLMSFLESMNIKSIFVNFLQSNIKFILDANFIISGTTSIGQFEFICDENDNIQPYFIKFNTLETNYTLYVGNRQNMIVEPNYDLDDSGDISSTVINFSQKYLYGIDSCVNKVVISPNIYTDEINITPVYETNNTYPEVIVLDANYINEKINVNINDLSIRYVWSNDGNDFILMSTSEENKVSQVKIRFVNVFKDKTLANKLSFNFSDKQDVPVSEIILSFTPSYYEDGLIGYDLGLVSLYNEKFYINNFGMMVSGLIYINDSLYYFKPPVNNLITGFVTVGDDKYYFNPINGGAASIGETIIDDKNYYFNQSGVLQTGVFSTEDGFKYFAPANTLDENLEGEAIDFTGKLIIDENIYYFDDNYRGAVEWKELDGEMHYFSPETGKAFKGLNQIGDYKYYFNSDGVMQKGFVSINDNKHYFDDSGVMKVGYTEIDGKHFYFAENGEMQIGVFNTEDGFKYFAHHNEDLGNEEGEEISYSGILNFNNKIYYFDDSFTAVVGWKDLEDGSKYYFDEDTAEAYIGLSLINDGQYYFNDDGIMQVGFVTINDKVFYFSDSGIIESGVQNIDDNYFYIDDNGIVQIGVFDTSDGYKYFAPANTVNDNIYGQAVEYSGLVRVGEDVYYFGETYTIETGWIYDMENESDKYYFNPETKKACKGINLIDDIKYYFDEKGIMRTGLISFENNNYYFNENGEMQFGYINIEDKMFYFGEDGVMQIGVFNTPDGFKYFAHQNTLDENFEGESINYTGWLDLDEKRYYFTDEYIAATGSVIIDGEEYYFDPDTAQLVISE
An asterisk follows results filed as active. This is a subset, so the mix of outcomes need not match the whole.

The first two records (preview)
SMILES	TcdB GH inh
CCCC#Cc1cnc2c(c1)C(=O)N([C@@H](C)CO)C[C@H](C)[C@@H](CN(C)C(=O)Nc1ccccc1OC)O2	-0.4
C[C@@H]1CN([C@@H](C)CO)C(=O)Cc2cc(NC(=O)Cc3cn(C)c4ccccc34)ccc2O[C@H]1CN(C)Cc1ccc(C(=O)O)cc1	0.0

The listing (from the top)
SMILES	TcdB GH inh
CCCC#Cc1cnc2c(c1)C(=O)N([C@@H](C)CO)C[C@H](C)[C@@H](CN(C)C(=O)Nc1ccccc1OC)O2	-0.4
C[C@@H]1CN([C@@H](C)CO)C(=O)Cc2cc(NC(=O)Cc3cn(C)c4ccccc34)ccc2O[C@H]1CN(C)Cc1ccc(C(=O)O)cc1	0.0
C[C@@H]1CN([C@@H](C)CO)C(=O)Cc2cc(NC(=O)c3ccncc3)ccc2O[C@H]1CN(C)Cc1ccc(C(=O)Nc2ccccc2N)cc1	-0.5
C[C@@H]1CN([C@H](C)CO)C(=O)CCCn2cc(nn2)CO[C@H]1CN(C)Cc1ccc(C(=O)Nc2ccccc2N)cc1	0.5
COc1ccccc1-c1cnc2c(c1)C(=O)N([C@H](C)CO)C[C@H](C)[C@H](CN(C)C(=O)c1ccccc1)O2	-1.0
C/C=C/c1ccc([C@@H]2[C@@H](C#N)N(C(=O)Cc3ccccn3)[C@@H]2CO)cc1	-0.7
COc1ccc(S(=O)(=O)Nc2ccc3c(c2)C(=O)N([C@@H](C)CO)C[C@@H](C)[C@@H](CN(C)S(=O)(=O)c2ccc(C)cc2)O3)cc1	-1.0
CC(=O)N(C)C[C@@H]1Oc2cc(C#Cc3ccccc3F)ccc2S(=O)(=O)N([C@H](C)CO)C[C@H]1C	-1.2
Cc1ccccc1-c1cnc2c(c1)C(=O)N([C@H](C)CO)C[C@@H](C)[C@H](CN(C)C(=O)CC1CC1)O2	0.4
Cc1ccc(S(=O)(=O)N(C)C[C@@H]2OCCCC[C@@H](C)Oc3ccc(NS(=O)(=O)c4c(C)noc4C)cc3C(=O)N([C@H](C)CO)C[C@H]2C)cc1	-0.2
COc1ccc(-c2ccc([C@@H]3[C@@H](C#N)N(C(=O)C4CC4)[C@H]3CO)cc2)cc1	-15.4
N#C[C@@H]1[C@H](c2ccccc2)[C@H](CO)N1S(=O)(=O)c1ccc(F)cc1	-0.3
Cc1noc(C)c1NC(=O)Nc1ccc2c(c1)C(=O)N([C@@H](C)CO)C[C@@H](C)[C@H](CN(C)Cc1ccc(C(=O)O)cc1)O2	0.7
Cc1noc(C)c1NC(=O)Nc1cccc2c1O[C@H](CN(C)C)[C@H](C)CN([C@@H](C)CO)C2=O	-0.4
CO[C@H]1O[C@H](CO)[C@@H](OC(=O)Nc2ccccc2-c2ccccc2)[C@H](OC(=O)Nc2ccccc2-c2ccccc2)[C@@H]1OC(=O)Nc1ccccc1-c1ccccc1	-1.5
CCC(=O)Nc1ccc2c(c1)C(=O)N(C)C[C@H](OC)[C@@H](C)CN(C(C)=O)[C@@H](C)CO2	-0.7
C[C@H]1CN([C@@H](C)CO)C(=O)c2cc(NC(=O)Nc3ccc(F)cc3)ccc2O[C@@H]1CN(C)CC1CCCCC1	0.3
C[C@H](CO)N1C[C@H](C)[C@H](CN(C)Cc2ccc(C(=O)O)cc2)OCCCC[C@H](C)Oc2ccc(NC(=O)Nc3ccccc3)cc2C1=O	0.2
CC(C)CC#Cc1cnc2c(c1)C(=O)N([C@H](C)CO)C[C@@H](C)[C@H](CN(C)C(=O)Cc1cccnc1)O2	1.2
Cc1ccc(S(=O)(=O)Nc2ccc3c(c2)CC(=O)N([C@H](C)CO)C[C@H](C)[C@@H](CN(C)Cc2ccc(Cl)c(Cl)c2)O3)cc1	-1.9
O=C(C1CCOCC1)N1CC(=O)N2[C@H](CO)[C@@H](c3ccc(C#CC4CCCCC4)cc3)[C@H]2C1	1.6
C[C@H]1CN([C@@H](C)CO)S(=O)(=O)c2ccc(C3=CCCCC3)cc2O[C@H]1CN(C)C(=O)Cc1cccnc1	-0.7
O=C(Nc1ccccc1)N1CC(=O)N2[C@H](CO)[C@H](c3ccc(C#CC4CC4)cc3)[C@@H]2C1	0.9
CN1CCN(C(=O)C[C@H]2C=C[C@@H](NC(=O)Nc3ccccc3F)[C@H](CO)O2)CC1	0.0
C[C@@H](NC(=O)C[C@@H]1C[C@H]2c3cc(NC(=O)c4ccc5c(c4)OCO5)ccc3O[C@H]2[C@H](CO)O1)c1ccccc1	0.0
C[C@@H]1CCCCO[C@H](CN(C)C(=O)Nc2ccc(F)cc2)[C@@H](C)CN([C@H](C)CO)C(=O)c2cc(NS(=O)(=O)c3cn(C)cn3)ccc2O1	-0.1
C[C@H](CO)N1C[C@H](C)[C@H](CN(C)C(=O)Nc2ccccc2)Oc2c(NS(=O)(=O)c3ccc(F)cc3)cccc2C1=O	0.9
C[C@@H]1CN([C@H](C)CO)C(=O)c2cc(-c3cccnc3)cnc2O[C@H]1CN(C)C	-0.6
O=C(NCC1CC1)[C@H]1[C@H](CO)[C@H]2Cn3c(ccc(-c4cccnc4)c3=O)[C@@H]1N2C(=O)C1CCCC1	0.7
CO[C@H](CN(C)Cc1cc(F)ccc1F)[C@H](C)CN([C@@H](C)CO)S(=O)(=O)c1ccc(C)cc1	0.6
C[C@@H]1CN([C@H](C)CO)C(=O)c2cccc(NS(=O)(=O)c3ccc(F)cc3)c2O[C@H]1CN(C)C(=O)Nc1ccc(F)cc1	0.3
C[C@@H]1CN([C@@H](C)CO)C(=O)c2cc(NS(=O)(=O)c3ccc(F)cc3)ccc2O[C@@H](C)CCCCO[C@H]1CN(C)C(=O)C1CCCCC1	0.0
C[C@@H]1CN([C@@H](C)CO)C(=O)c2cc(-c3ccc(C(=O)N(C)C)cc3)cnc2O[C@@H]1CN(C)C(=O)CN(C)C	1.8
C[C@H]1CN([C@@H](C)CO)C(=O)Cc2cc(NC(=O)Nc3ccc4c(c3)OCO4)ccc2O[C@H]1CN(C)Cc1ccc(C(=O)Nc2ccccc2N)cc1	0.9
C[C@H](CO)N1C[C@H](C)[C@H](CN(C)Cc2ccc(C(=O)O)cc2)Oc2ccc(NC(=O)Nc3ccc(C(F)(F)F)cc3)cc2CC1=O	0.0
CC(C)NC(=O)N(C)C[C@@H]1Oc2ccc(NC(=O)C3CCCCC3)cc2C(=O)N([C@H](C)CO)C[C@H]1C	0.0
C[C@@H]1CN([C@H](C)CO)C(=O)c2cccc(NC(=O)C3CC3)c2O[C@H]1CN(C)Cc1ccc(C(=O)O)cc1	-5.1
CC(C)NC(=O)Nc1ccc2c(c1)C(=O)N([C@H](C)CO)C[C@@H](C)[C@@H](CN(C)Cc1ccc(C(F)(F)F)cc1)O2	0.7
CCC(=O)N[C@H]1CC[C@@H](CCn2cc(CN(C)C)nn2)O[C@@H]1CO	-0.6
O=C(C[C@@H]1CC[C@@H]2[C@H](COC[C@@H](O)CN2C(=O)C2CC2)O1)NCc1ccccc1Cl	-0.2
COc1ccc(S(=O)(=O)Nc2ccc3c(c2)C(=O)N([C@@H](C)CO)C[C@@H](C)[C@@H](CN(C)S(=O)(=O)c2ccc(OC)cc2)O3)cc1	0.5
O=C(Nc1ccc(F)cc1)N[C@H]1CC[C@H](CCn2cc(-c3ccc(F)cc3)nn2)O[C@@H]1CO	-2.5
CO[C@H]1CN(C)C(=O)c2ccc(NC(=O)c3ccno3)cc2OC[C@H](C)N(C(=O)C2CCC2)C[C@H]1C	1.0
Cc1noc(C)c1S(=O)(=O)N(C)C[C@H]1Oc2ccc(NC(=O)Cn3cnnn3)cc2CC(=O)N([C@@H](C)CO)C[C@@H]1C	-0.6
COc1ccc2c3c(n(C)c2c1)[C@@H](CO)N(C(=O)NC(C)C)CC31CN(C(=O)NC(C)C)C1	0.2
CO[C@H]1CN(C)C(=O)c2cc(NC(=O)C3CCOCC3)ccc2OC[C@@H](C)NC[C@@H]1C	-0.5
CCS(=O)(=O)Nc1ccc2c(c1)C(=O)N(C)[C@H]1CC[C@@H](CC(=O)N3CCCCC3)O[C@@H]1CO2	-0.2
COc1ccc2c3c(n(C)c2c1)[C@H](CO)N(Cc1ccccn1)CC31CCN(C(=O)NC(C)C)CC1	0.1
COc1ccc(NC(=O)N(C)C[C@@H]2OCCCC[C@@H](C)Oc3ccc(NC(=O)C4CCCCC4)cc3C(=O)N([C@H](C)CO)C[C@H]2C)cc1	0.3
O=C(C[C@H]1CC[C@H](NS(=O)(=O)c2cccc(F)c2)[C@@H](CO)O1)NCc1ccc2c(c1)OCO2	0.3
COc1ccccc1NC(=O)Nc1ccc2c(c1)OC[C@@H](C)N(Cc1ccccc1C(=O)O)C[C@@H](C)[C@H](OC)CN(C)C2=O	-0.6
O=C(CN1CCOCC1)N1CCCCN2[C@H](C1)[C@@H](c1ccc(C#Cc3ccccc3F)cc1)[C@@H]2CO	1.1
CCCNC(=O)Nc1ccc2c(c1)OC[C@H](C)N(C(=O)C1CCCCC1)C[C@H](C)[C@H](OC)CN(C)C2=O	-0.2
C[C@@H]1CN([C@H](C)CO)C(=O)c2cccc(NC(=O)CCCCCC(=O)Nc3ccccc3N)c2O[C@H]1CN(C)Cc1ccccc1	0.9
O=C(C1CCCCC1)N1[C@H](CO)[C@@H](c2ccccc2)C12CN(Cc1cccc(Cl)c1)C2	-1.4
C[C@H](CO)N1C[C@H](C)[C@H](CN(C)C(=O)c2cccc(F)c2)Oc2ncc(-c3ccncc3)cc2C1=O	0.1
CCN1CC(=O)N2[C@H](C1)[C@H](c1ccc(Br)cc1)[C@@H]2CO	0.6
CC(C)[C@H](C)NC(=O)N(C)C[C@H]1OCc2ccccc2-c2ccccc2C(=O)N([C@H](C)CO)C[C@H]1C	0.2
C[C@@H]1CN([C@H](C)CO)C(=O)c2ccccc2-c2ccccc2CO[C@H]1CN(C)C(=O)NC1CCCCC1	-0.3
C[C@@H]1CN([C@H](C)CO)S(=O)(=O)c2ccc(-c3cccnc3)cc2O[C@@H]1CN(C)C(=O)C1CCC1	-0.2

Continued.
SMILES	TcdB GH inh
C[C@@H]1CN([C@H](C)CO)C(=O)c2cccc(NC(=O)c3nc4ccccc4s3)c2O[C@H]1CN(C)Cc1ccc(Oc2ccccc2)cc1	-1.0
CC(C)(C)[S@@](=O)N1Cc2cc(C(=O)O)nc(-c3cccc(-c4ccc(F)cc4)c3)c2[C@H]1CCO	0.0
C[C@@H]1CCCCO[C@H](CN(C)C(=O)C2CCCCC2)[C@H](C)CN([C@H](C)CO)C(=O)c2cc(NS(C)(=O)=O)ccc2O1	0.1
CN(C[C@@H]1[C@@H](c2ccccc2)[C@H](CO)N1CC1CC1)C(=O)c1ccc(F)cc1	-6.1
C[C@H](CO)N1C[C@H](C)[C@@H](CN(C)S(=O)(=O)c2ccc(Cl)cc2)Oc2ccc(NC(=O)Nc3ccc4c(c3)OCO4)cc2CC1=O	0.3
CCCNC(=O)[C@H]1[C@H](CO)[C@H]2Cn3c(ccc(-c4ccc(F)cc4)c3=O)[C@@H]1N2CCC	-0.3
C[C@H]1CN([C@@H](C)CO)C(=O)c2cc(NC(=O)CCC(F)(F)F)ccc2O[C@@H]1CN(C)C(=O)Nc1ccc(C(F)(F)F)cc1	0.0
O=C(C[C@@H]1C[C@H]2c3cc(NC(=O)NC4CCCCC4)ccc3O[C@H]2[C@H](CO)O1)NCC1CC1	0.1
C[C@H](CO)N1C[C@H](C)[C@H](CN(C)Cc2ccc(C(=O)O)cc2)Oc2ccc(NC(=O)Nc3ccccc3)cc2C1=O	1.0
COc1ccccc1C#Cc1cnc2c(c1)C(=O)N([C@@H](C)CO)C[C@H](C)[C@@H](CN(C)C(=O)CC1CC1)O2	0.4
N#C[C@@H]1N[C@H](CO)[C@H]1c1ccc(-c2ccccc2F)cc1	0.8
O=C(Nc1ccccc1)N[C@@H]1CC[C@@H](CCn2cc(C3(O)CCCC3)nn2)O[C@@H]1CO	0.8
C[C@H]1CN([C@@H](C)CO)S(=O)(=O)c2ccc(C3=CCCC3)cc2O[C@H]1CN(C)C(=O)C1CCCCC1	1.8
O=C(c1cccnc1)N1CC(=O)N2[C@H](C1)[C@H](c1ccc(-c3ccccc3F)cc1)[C@@H]2CO	-1.2
COc1ccccc1-c1cn(CC[C@H]2CC[C@@H](NC(=O)C3CCOCC3)[C@@H](CO)O2)nn1	1.3
C[C@@H]1CN([C@H](C)CO)C(=O)Cc2cc(NC(=O)Nc3ccc(C(F)(F)F)cc3)ccc2O[C@@H]1CN(C)Cc1ccc(C(F)(F)F)cc1	0.1
C[C@@H]1CN([C@H](C)CO)S(=O)(=O)c2ccc(C#Cc3ccc(F)cc3)cc2O[C@@H]1CN(C)CC1CC1	1.0
C[C@@H]1CN([C@@H](C)CO)S(=O)(=O)c2ccc(C#Cc3ccccn3)cc2O[C@@H]1CN(C)Cc1cccc(F)c1	0.2
C[C@@H]1CN([C@H](C)CO)C(=O)c2cc(N(C)C)ccc2O[C@@H]1CN(C)S(=O)(=O)c1ccc(Cl)cc1	-2.4
O=C(C[C@@H]1C=C[C@@H](NC(=O)c2ccncc2)[C@@H](CO)O1)NCc1ccncn1	0.1
C[C@H]1CN([C@@H](C)CO)C(=O)c2cc(NC(=O)CCCN(C)C)ccc2O[C@H]1CN(C)C(=O)Nc1ccc(F)cc1	-0.6

Quoted from the listing for reference:
SMILES	TcdB GH inh
O=C(Nc1ccccc1)N[C@@H]1CC[C@@H](CCn2cc(C3(O)CCCC3)nn2)O[C@@H]1CO	0.8
C[C@H]1CN([C@@H](C)CO)S(=O)(=O)c2ccc(C3=CCCC3)cc2O[C@H]1CN(C)C(=O)C1CCCCC1	1.8
O=C(c1cccnc1)N1CC(=O)N2[C@H](C1)[C@H](c1ccc(-c3ccccc3F)cc1)[C@@H]2CO	-1.2
COc1ccccc1-c1cn(CC[C@H]2CC[C@@H](NC(=O)C3CCOCC3)[C@@H](CO)O2)nn1	1.3
C[C@@H]1CN([C@H](C)CO)C(=O)Cc2cc(NC(=O)Nc3ccc(C(F)(F)F)cc3)ccc2O[C@@H]1CN(C)Cc1ccc(C(F)(F)F)cc1	0.1
C[C@@H]1CN([C@H](C)CO)S(=O)(=O)c2ccc(C#Cc3ccc(F)cc3)cc2O[C@@H]1CN(C)CC1CC1	1.0
C[C@@H]1CN([C@@H](C)CO)S(=O)(=O)c2ccc(C#Cc3ccccn3)cc2O[C@@H]1CN(C)Cc1cccc(F)c1	0.2
